# Screening data (PubChem)
# CSN deneddyl inh – blocks human CSN-mediated cullin deneddylation | actives 0.38% (n = 360,000) | Purified CSN, SCF-Nedd8-OG deneddylation, fluorescence polarization | inhibition, % at 12.5 µM | AID 651999;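 active means pattern-corrected inhibition above about 35%, with an unprinted fluorescence ratio check between 0.5 and 1.5, limit read from the data, passing the limit was not always enough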;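 further: 0% = enzyme with substrate and 100% = substrate without enzyme; some results filed as inactive read as strong as hits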
# Target sequence (Q92905 whole entry, looked up, one chain of several): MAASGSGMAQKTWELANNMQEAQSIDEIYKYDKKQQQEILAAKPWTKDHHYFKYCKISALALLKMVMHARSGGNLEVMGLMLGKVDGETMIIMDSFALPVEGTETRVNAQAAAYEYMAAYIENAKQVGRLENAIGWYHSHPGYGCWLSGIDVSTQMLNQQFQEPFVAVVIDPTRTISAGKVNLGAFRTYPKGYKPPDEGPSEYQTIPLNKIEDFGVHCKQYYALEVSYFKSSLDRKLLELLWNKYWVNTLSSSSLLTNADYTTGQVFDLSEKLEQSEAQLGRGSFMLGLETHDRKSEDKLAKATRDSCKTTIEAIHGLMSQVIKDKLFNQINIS
#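 Assay system: purified human Csn5 enzyme expressed in HEK293T cells; measure: % inhibition; also added: SCFSkp2-Nedd8OG substrate at 10 nM final; technique: fluorescence polarization; times: reaction 90 min, room temperature; medium: Tris buffer pH 7.5, NaCl, DTT, Tween-20, trehalose, ovalbumin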
# MsrA inhibitor – inhibitors of bovine MsrA; inhibition, % at 15.5 µM; actives 0.75% (n = 360,000); purified bovine MsrA, absorbance read-out; in the data active means inhibition above about 4.5%;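 further: 0% = vehicle wells with enzyme and 100% = reference inhibitor wells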
# Rin1-Abl PPI inh – inhibitors of human Rin1-Abl protein interaction; P00519+Q13671; TR-FRET Rin1/Abl binding, biochemical; inhibition, % at 7.35 µM; actives 0.4% (n = 360,000); AID 588664; in the data active means inhibition above about 5%, passing the limit was not always enough
# E coli Lon inh – E. coli protease La inhibition; P0A9M0; purified E. coli Lon protease, fluorescence polarization; inhibition, % at 7.94 µM; actives 0.42% (n = 360,000); AID 602123; in the data active means inhibition above about 13%, passing the limit was not always enough;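 further: 0% = enzyme with probe and DMSO and 100% = no enzyme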
# MT1-MMP act inh – MT1-MMP (human) activation inhibition. GFP/RFP ratio change, % at 20 µM. AID 651647. HT1080 RFP-PRO-GFP cells, GFP/RFP ratio fluorescence, overnight; percent of plate control window, DMSO zero. P50281. actives 0.061% (n = 360,000);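 active means GFP/RFP ratio change of at least 30% with cell ATP level not reduced by more than half and red fluorescence within 50% of control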; further: strong numbers were not always called active
#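 Compound: 20 µM single dose, 1% DMSO / System: HT1080 RFP-PRO-GFP cells / Controls: DMSO and RFP-L50D-GFP cell wells / Read-out basis: GFP/RFP fluorescence ratio / Schedule: overnight compound exposure at 37 °C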
# Rpn11 block – blocks the human proteasome subunit Rpn11 | calls only at 20 µM | AID 588493 | actives 0.59% (n = 360,000) | O00487 | human 26S proteasome, Ub4-pepOG fluorescence polarization; 20S core pre-blocked with epoxomicin;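 active means inhibition at 20 µM, scaled to each plate's controls, above about 33%, limit read from the data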
# MLLE-PAM2 inh – inhibitors of microRNA-mediated deadenylation, human PABP1 MLLE binding | P11940 | GST-MLLE / FITC-PAM2 fluorescence polarization | inhibition, % at 20 µM | actives 0.36% (n = 360,000) | AID 588489; in the data active means inhibition above about 35%, passing the limit was not always enough;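 further: plate controls were DMSO wells with GST-MLLE for no effect and wells lacking GST-MLLE protein for full effect; some results filed as inactive read as strong as hits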
# Target sequence (P11940 whole entry, looked up): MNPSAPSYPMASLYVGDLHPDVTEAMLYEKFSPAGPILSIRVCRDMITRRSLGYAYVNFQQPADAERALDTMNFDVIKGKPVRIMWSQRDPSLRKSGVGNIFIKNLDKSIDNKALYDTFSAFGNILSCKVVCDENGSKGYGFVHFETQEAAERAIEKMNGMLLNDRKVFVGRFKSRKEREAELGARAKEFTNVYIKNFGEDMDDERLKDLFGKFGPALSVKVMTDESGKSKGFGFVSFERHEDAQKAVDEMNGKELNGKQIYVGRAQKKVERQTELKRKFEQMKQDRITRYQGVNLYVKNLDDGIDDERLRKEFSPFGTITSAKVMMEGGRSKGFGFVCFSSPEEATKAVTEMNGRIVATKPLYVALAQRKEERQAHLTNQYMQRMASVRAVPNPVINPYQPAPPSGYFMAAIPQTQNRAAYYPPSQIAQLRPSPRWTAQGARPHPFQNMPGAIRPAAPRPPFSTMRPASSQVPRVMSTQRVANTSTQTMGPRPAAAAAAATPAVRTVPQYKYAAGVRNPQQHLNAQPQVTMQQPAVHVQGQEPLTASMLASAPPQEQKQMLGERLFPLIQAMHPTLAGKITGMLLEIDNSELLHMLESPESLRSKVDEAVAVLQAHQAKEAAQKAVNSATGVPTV
# FAS-TE inh – blocks the thioesterase domain of human fatty acid synthase; recombinant FAS-TE, OMFH fluorogenic substrate, fluorescence endpoint; inhibition, % at 15 µM; actives 0.67% (n = 360,000); AID 602261;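 active means compounds whose normalised, plate-corrected inhibition of enzyme fluorescence in the single-dose primary screen is 50% or more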;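 further: 0% = DMSO with enzyme and 100% = substrate without enzyme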
# MsrA act – activates bovine MsrA enzyme | purified bovine MsrA, absorbance read-out | activation, % at 10.6 µM | actives 0.3% (n = 360,000); in the data active means activation above about 7.5%;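 further: 0% = vehicle and 100% = reference activator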
# An asterisk follows results filed as active; i = inactive; . = not tested or not shown; & = joins results of further samples. Hits appear at their usual frequency; any-hit rate near 3.7%.
SMILES,CSN deneddyl inh,MsrA inhibitor,Rin1-Abl PPI inh,E coli Lon inh,MT1-MMP act inh,Rpn11 block,MLLE-PAM2 inh,FAS-TE inh,MsrA act
Cc1ccc(/C=N/Nc2ccc(F)cc2F)s1,5,0.6,-1,-8,3,i,-1,26,-2
COc1cc(/C=C/C(=O)OCC(=O)c2ccc[nH]2)cc(OC)c1OC,-5,-0.5,-4,-1,6,i,2,-5,-2
Cn1c(CC(=O)NNC(=O)c2ccc(F)cc2Cl)nc2ccccc21,-3,-0.9,-2,-7,0,i,2,-8,-3
O=C(c1ccco1)N1CCN(C23CC4CC(CC(C4)C2)C3)CC1,-1,-1.6,2,7,0,i,23,-8,-6
Cc1cccc(N2CC(C(=O)O)CC2=O)c1 (stereo not given),-2,0.3,-6,-2,1,i,7,-6,-4
CC(OC(=O)c1ccc(NC(=O)CC#N)cc1)C(=O)NC(=O)NC1CCCCC1 (stereo not given),2,-1.2,4,-13,1,i,-14,-1,-4
N#C/C=C(/N)N1CCN(c2ccc(Cl)c(Cl)c2)CC1,3,1.2,0,-3,0,i,13,-3,-3
Cn1c(=O)c2c(ncn2Cc2cc(-c3ccccc3)no2)n(C)c1=O,2,-1.1,-1,0,-2,i,-10,2,-4
O=C(OCC(=O)N1CCOCC1)c1cc(=O)[nH]c2ccccc12,-1,1.0,-1,-4,-4,i,-14,-6,-8
Cn1[nH]c(=O)c2ccccc2c1=O,-2,1.1,-5,-4,2,i,0,-4,-3
O=C(Cn1cnc2cc([N+](=O)[O-])ccc2c1=O)NC1CCS(=O)(=O)C1 (stereo not given),-8,2.0,0,-7,-2,i,-10,5,-8
Cc1cc(C)nc(NC(=O)c2cc([N+](=O)[O-])cc([N+](=O)[O-])c2)n1,-8,-1.8,-2,-10,2,i,2,-11,-9
Cc1ccc(/C=C/C(=O)Nc2nnc(C)s2)o1,-2,7.6*,-5,-2,-1,i,26,-8,-4
CCOC(=O)c1c(C)[nH]c(C)c1S(=O)(=O)NCCc1cccs1,-3,1.3,3,-3,1,i,22,-2,-3
COc1ccc(S(=O)(=O)Cc2ccc(C(=O)O)o2)cc1,7,0.1,2,-7,-1,i,5,-7,-1
COc1ccc(NC(=O)CN(CC(=O)Nc2ccc(OC)cc2)C(C)(C)CO)cc1,0,0.5,2,-7,-1,i,7,0,0
OC1CCCCC1Sc1nc2ccccc2s1 (stereo not given),3,-0.5,3,-6,0,i,-4,0,1
CN(C)S(=O)(=O)c1cccc(NC(=O)c2c[nH]c3ccccc23)c1,1,2.6,6,6,-1,i,-19,3,2
Cc1cc(C)cc(C(=O)NCC(=O)N2CCC(C(N)=O)CC2)c1,1,0.3,4,-2,1,i,9,-8,-2
O=C(OCCOCCOC(=O)Oc1ccccc1)Oc1ccccc1,-4,-0.6,1,-8,1,i,1,3,-2
COc1ccc(C2=NN(C(N)=S)C(c3ccccc3)C2)cc1 (stereo not given),5,1.3,-3,-4,5,i,-50,2,1
COCCNC(=O)Cn1c(=O)n(C)c2ccccc21,-4,-0.7,-7,-1,-4,i,1,-7,-2
O=C(O)c1cccc(-n2sc3ccccc3c2=O)c1,-4,1.6,2,13,1,i,31,-12,17*
CCCCNC(=O)c1ccc(CNc2c(N3CCC(C(=O)OCC)CC3)c(=O)c2=O)cc1,0&-2,-0.8&-0.1,-1&2,3&-9,1&3,i,-6&7,-8&-6,2&-5
CCN(CC)S(=O)(=O)c1cccc(C(=O)N/N=C/c2ccc(O)c(O)c2O)c1,-12,3.8,18*,7,-4,i,22,0,-8

# Molecules shown so far that have a cyano group, in the order listed:
SMILES,CSN deneddyl inh,MsrA inhibitor,Rin1-Abl PPI inh,E coli Lon inh,MT1-MMP act inh,Rpn11 block,MLLE-PAM2 inh,FAS-TE inh,MsrA act
CC(OC(=O)c1ccc(NC(=O)CC#N)cc1)C(=O)NC(=O)NC1CCCCC1 (stereo not given),2,-1.2,4,-13,1,i,-14,-1,-4
N#C/C=C(/N)N1CCN(c2ccc(Cl)c(Cl)c2)CC1,3,1.2,0,-3,0,i,13,-3,-3

# Further compounds
SMILES,CSN deneddyl inh,MsrA inhibitor,Rin1-Abl PPI inh,E coli Lon inh,MT1-MMP act inh,Rpn11 block,MLLE-PAM2 inh,FAS-TE inh,MsrA act
CCCNC(=O)N1CCN(Cc2ccco2)CC1,3,1.2,1,-5,0,i,1,-8,-9
C[C@H](NC(=O)c1nc[nH]c1C(=O)N1CCN(c2ccccc2)CC1)C(=O)OCc1ccccc1,0,-1.6,-1,9,3,i,5,-3,-6
COC(=O)CC1Oc2ccc(C)cc2NC1=O (stereo not given),0,0.4,1,-6,3,i,4,-2,-2
COc1ccc(-c2cnc3c(NC=O)cc(-c4ccc(S(C)(=O)=O)cc4)cn23)cc1OC,6,0.4,-10,-22,-4,i,-22,11,-6
O=C(NC(=S)NCc1cccnc1)c1cc(Br)ccc1Cl,1,0.3,2,-6,-1,i,17,7,-12
COc1cccc(SCc2noc(C(=O)NC(C)C)c2C(=O)NC(C)C)c1,-1,-0.2,3,7,2,i,6,-1,-4
COc1ccc2cc(C(c3nnnn3C(C)(C)C)N3CCSCC3)c(=O)[nH]c2c1 (stereo not given),-2,1.4,3,-9,-6,i,27,-5,-2
C/C(N)=C(/C#N)C(=O)CSc1nc2ccccc2c(=O)n1CCCOC(C)C,6,-0.9,-3,2,-1,i,-13,-2,-3
Nc1c(S(=O)(=O)c2ccccc2)c2nc3ccccc3nc2n1CCN1CCOCC1,1,1.0,-2,-3,2,i,-2,-1,-4
COCCCNC(=O)/C=C/c1ccc(OCc2c(F)cccc2Cl)cc1,5,-0.3,2,-4,-1,i,-7,1,-4
CN(C)/C=C1\C(=O)N(c2ccc(F)cc2F)C(c2cccnc2)S1(=O)=O (stereo not given),-5,-0.9,2,5,0,i,14,-7,-3
COc1ccc(C(=O)Nc2nnc(S(=O)(=O)N3CCOCC3)s2)cc1,-3,0.5,-2,0,-2,i,-17,-6,-3
COc1ccc(C)cc1NC(=O)c1ccc(OCc2c(C)noc2C)cc1,-4,0.9,1,5,3,i,-4,14,-8
O=C(CCSCc1ccc(Cl)cc1)NCCC1=CCCCC1,-7,0.2,.,.,1,i,7,17,.
COc1ccc(-n2c3c(cc(C(=O)N4CCCCC4)c2=O)C(=O)CC(C)(C)C3)cc1,1,-1.6,0,-5,4,i,13,-9,-5
COc1ccc(-c2nc(CS(=O)CC(=O)NC(C)CCc3ccccc3)c(C)o2)cc1OC (stereo not given),0,0.3,4,-5,-2,i,7,0,2
COC(=O)[C@@]1(Cc2ccc(F)cc2)[C@H]2c3cc(C(=O)N4CCCC4)n(CC4CC4)c3C[C@H]2CN1C(=O)c1ccccc1,0,0.4,.,5,-13,.,.,25,-5
O=C(C[N+]12CC[N+](CC(=O)c3ccc(F)cc3)(CC1)CC2)c1ccc(F)cc1,5,0.0,-1,-4,-1,i,4,-8,-3
CSc1nc2nc3c(c(=O)n2[nH]1)CCC3,-6,-0.3,-1,-2,2,i,9,-6,1
Cc1ccnc(SCC(=O)Nc2sc3c(c2C#N)CCC(C(C)(C)C)C3)n1 (stereo not given),1,-1.0,0,-9,-1,i,1,21,-2
CSc1nc(N)nc(SCCS(=O)(=O)c2ccc(Cl)cc2)c1C#N,-7,3.4,-1,4,3,i,-10,42,-3
CCCNc1nc2nc3ccccn3c(=O)c2cc1C(=O)NCCN1CCOCC1,-2,0.6,-3,3,-4,i,-2,-3,-2
O=C(NCc1ccccc1)C(c1ccccc1F)N(CC1CCCO1)C(=O)c1ccccn1 (stereo not given),2,0.7,2,8,-2,i,24,-5,-3
CCC(=O)Nc1ccc(-c2csc(NNC(C)=O)n2)cc1,4,0.2,1,-6,1,i,-3,-5,-10
CO/N=C(/CS(=O)(=O)c1ccc(C)cc1)c1ccc(OC)cc1,1,0.5,-3,-2,2,i,-11,-1,-3
SMILES,CSN deneddyl inh,MsrA inhibitor,Rin1-Abl PPI inh,E coli Lon inh,MT1-MMP act inh,Rpn11 block,MLLE-PAM2 inh,FAS-TE inh,MsrA act
CCCNC(=O)C1(C)CCN(Cc2ccc(C(=O)OCC)cc2)C1 (stereo not given),-2,-0.4,0,-4,-2,i,5,-6,-1
COc1ccc(Cc2nnc(SCC(=O)N(c3ccccc3)C(C)C)n(N)c2=O)cc1,3,0.5,0,-7,2,i,-9,-1,-4
COC(=O)c1c(NC(=O)CSc2nnc(CNc3ccc(Cl)cc3)o2)sc(C)c1C,-2,0.3,-3,5,-1,i,-11,1,4
Cc1ccc2nc(NC(=O)CN3C(=O)NC4(CCCCC4)C3=O)sc2c1,1,0.2,2,-13,0,i,7,3,4
O=C(Nc1ccc(Cl)c(C(=O)N2CCOCC2)c1)c1ccccc1,3,-0.3,-1,1,3,i,2,-5,-2
COc1ccc2nc(Nc3sc4c(c3C(N)=O)CCCC4)sc2c1,3,2.1,1,-92,-1,i,-86,2,-2
COc1cc(C(=O)N/C(=C\c2cn(C)c3ccccc23)C(=O)NCCN2CCOCC2)cc(OC)c1OC,3,5.3*,-2,-23,-8,i,-16,-5,-6
CCOC(=O)C1CCCN(C(=O)C2COc3ccccc3O2)C1 (stereo not given),-2,0.3,1,1,1,i,8,-4,-2
Cc1ccc(S(=O)(=O)N(C)CC(=O)N2CCN(Cc3ccc4c(c3)OCO4)CC2)cc1,0,0.9,1,4,1,i,-7,-10,-4
CC(C)(C)n1nc2c(c1NC(=O)c1ccc(Br)o1)CS(=O)C2 (stereo not given),3,0.7,1,-3,-2,i,-5,-6,-3
O=C1NC(=Nc2ccccc2Cl)S/C1=C\c1cc([N+](=O)[O-])ccc1O,108,2.0,-4,-309,-128,.,-89,-7,-6
CC(C)c1c(C(=O)N/N=C/c2c[nH]c3ccccc23)nnn1-c1nonc1N,-3,2.3,0,-5,-2,i,-2,6,-4
OC(CN1CCCCCC1)CN(c1ccccc1)c1ccccc1 (stereo not given),5,2.1,-1,7,0,i,-6,-7,-3
O=C(Nc1ccc(C(=O)N2CCOCC2)cc1)c1cnn2c(C(F)F)cc(-c3ccccc3)nc12,0,2.9,0,2,-2,i,6,12,-5
COc1ccccc1N(CC(=O)NCCSc1ccc(Cl)cc1)S(C)(=O)=O,-2,1.9,-1,-5,4,i,12,-2,-1
O=C(O)/C=C/C(=O)Nc1ccc(Cc2ccc(NC(=O)/C=C/C(=O)O)cc2)cc1,1,-1.2,1,2,1,i,-14,-4,-5
NS(=O)(=O)c1ccc(-n2cccc2C=O)cc1,3,0.9,2,-2,3,i,-12,-6,6
N#CC1(NC(=O)COC(=O)C23CC4CC(CC(O)(C4)C2)C3)CCCCC1,-3,-1.8,0,-12,3,i,6,-5,-4
Cc1cc2c(cc1C)-c1nnnn1C(C)(C)C2,3,-0.8,-3,11,2,i,-4,0,-1
O=C(CSCc1cccc(F)c1)N1CCN(c2ccccc2)CC1,2,.,-3,2,0,i,13,3,-3
O=C(NC1CCCCC1)c1cc(-c2ccccc2Cl)on1,0,0.0,0,5,-2,i,10,9,-9
COc1ccc2nc(N3C(=O)CC(Cc4ccc(Cl)cc4)C3=O)sc2c1 (stereo not given),2,0.6,-5,5,4,i,15,6,-1
COc1cc(OC)cc(C(=O)Nc2ccc(S(=O)(=O)Nc3cnc4ccccc4n3)cc2)c1,5,0.9,-1,0,-2,i,6,0,-3

# Only CSN deneddyl inh, for three of the compounds above:
structure,CSN deneddyl inh
COc1ccccc1N(CC(=O)NCCSc1ccc(Cl)cc1)S(C)(=O)=O,-2
O=C(O)/C=C/C(=O)Nc1ccc(Cc2ccc(NC(=O)/C=C/C(=O)O)cc2)cc1,1
NS(=O)(=O)c1ccc(-n2cccc2C=O)cc1,3
